From PubChem
FAS TE block – blocks the thioesterase domain of human fatty acid synthase | P49327 | recombinant FAS-TE, OMFH fluorogenic substrate, fluorescence endpoint | inhibition, % at 15 µM | hit rate 0.67% among 360,000;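 active = compounds whose normalised, plate-corrected inhibition of enzyme fluorescence in the single-dose primary screen is 50% or more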;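 also: 0% = DMSO with enzyme and 100% = substrate without enzyme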
CSN deneddyl inh – inhibitors of human CSN-mediated cullin deneddylation | Purified CSN, SCF-Nedd8-OG deneddylation, fluorescence polarization | inhibition, % at 12.5 µM | hit rate 0.38% among 360,000 | AID 651999;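 active = pattern-corrected inhibition above about 35%, with an unprinted fluorescence ratio check between 0.5 and 1.5, limit read from the data, passing the limit was not always enough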;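 also: 0% = enzyme with substrate and 100% = substrate without enzyme; some results filed as inactive read as strong as hits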
Target sequence (Q92905 whole entry, looked up, one chain of several): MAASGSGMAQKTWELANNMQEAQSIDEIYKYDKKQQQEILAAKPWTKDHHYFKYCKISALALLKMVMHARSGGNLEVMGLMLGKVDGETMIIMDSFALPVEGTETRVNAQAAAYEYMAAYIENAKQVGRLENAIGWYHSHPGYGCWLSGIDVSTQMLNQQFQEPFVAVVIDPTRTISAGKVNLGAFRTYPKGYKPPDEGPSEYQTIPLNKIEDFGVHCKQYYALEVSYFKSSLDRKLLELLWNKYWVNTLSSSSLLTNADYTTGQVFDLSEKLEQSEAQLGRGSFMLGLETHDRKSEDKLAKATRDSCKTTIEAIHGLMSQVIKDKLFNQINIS
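test system = HEK293T-derived human Csn5 enzyme | amount = 0.24 nM Csn5 enzyme, final concentration | medium = Tris/NaCl/DTT buffer, pH 7.5 | schedule = 90 min reaction at room temperature | signal = FP | evaluation = inhibition of Csn5 cleavage, % | compound dosing = single dose of 12.5 µM compound with 0.25% DMSO | probe or stimulus = 10 nM SCFSkp2-Nedd8OG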
MLLE-PAM2 inh – blocks PAM2 peptide binding to the PABP1 MLLE domain; AID 588489; hit rate 0.36% among 360,000; GST-MLLE / FITC-PAM2 fluorescence polarization; inhibition, % at 20 µM; P11940; in the data active = inhibition above about 35%, passing the limit was not always enough;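 also: plate controls were DMSO wells with GST-MLLE for no effect and wells lacking GST-MLLE protein for full effect; some results filed as inactive read as strong as hits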
MsrA act – bovine methionine sulfoxide reductase A activation. purified bovine MsrA, absorbance read-out. activation, % at 10.6 µM. hit rate 0.3% among 360,000; in the data active = activation above about 7.5%;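 also: 0% = vehicle and 100% = reference activator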
MsrA inh – inhibits bovine methionine sulfoxide reductase A; purified bovine MsrA, absorbance read-out; inhibition, % at 15.5 µM; AID 651718; hit rate 0.75% among 360,000; in the data active = inhibition above about 4.5%;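 also: 0% = vehicle wells with enzyme and 100% = reference inhibitor wells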
MT1-MMP act inh – inhibitors of human MT1-MMP activation; P50281; HT1080 RFP-PRO-GFP cells, GFP/RFP ratio fluorescence, overnight; percent of plate control window, DMSO zero; GFP/RFP ratio change, % at 20 µM; hit rate 0.061% among 360,000; AID 651647;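 active = GFP/RFP ratio change of at least 30% with cell ATP level not reduced by more than half and red fluorescence within 50% of control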; also: strong numbers were not always called active
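Assay system: RFP-PRO-GFP reporter HT1080 cells; read-out basis: GFP/RFP fluorescence ratio; benchmarks: DMSO wells and RFP-L50D-GFP cells; doses: 20 µM single dose, 1% DMSO; schedule: overnight cell settling, then overnight compound exposure, 37 °C, 5% CO2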
E coli Lon inh – inhibits E. coli Lon protease | P0A9M0 | purified E. coli Lon protease, fluorescence polarization | inhibition, % at 7.94 µM | hit rate 0.42% among 360,000; in the data active = inhibition above about 13%, passing the limit was not always enough;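 also: 0% = enzyme with probe and DMSO and 100% = no enzyme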
Target sequence (P0A9M0 whole entry, looked up): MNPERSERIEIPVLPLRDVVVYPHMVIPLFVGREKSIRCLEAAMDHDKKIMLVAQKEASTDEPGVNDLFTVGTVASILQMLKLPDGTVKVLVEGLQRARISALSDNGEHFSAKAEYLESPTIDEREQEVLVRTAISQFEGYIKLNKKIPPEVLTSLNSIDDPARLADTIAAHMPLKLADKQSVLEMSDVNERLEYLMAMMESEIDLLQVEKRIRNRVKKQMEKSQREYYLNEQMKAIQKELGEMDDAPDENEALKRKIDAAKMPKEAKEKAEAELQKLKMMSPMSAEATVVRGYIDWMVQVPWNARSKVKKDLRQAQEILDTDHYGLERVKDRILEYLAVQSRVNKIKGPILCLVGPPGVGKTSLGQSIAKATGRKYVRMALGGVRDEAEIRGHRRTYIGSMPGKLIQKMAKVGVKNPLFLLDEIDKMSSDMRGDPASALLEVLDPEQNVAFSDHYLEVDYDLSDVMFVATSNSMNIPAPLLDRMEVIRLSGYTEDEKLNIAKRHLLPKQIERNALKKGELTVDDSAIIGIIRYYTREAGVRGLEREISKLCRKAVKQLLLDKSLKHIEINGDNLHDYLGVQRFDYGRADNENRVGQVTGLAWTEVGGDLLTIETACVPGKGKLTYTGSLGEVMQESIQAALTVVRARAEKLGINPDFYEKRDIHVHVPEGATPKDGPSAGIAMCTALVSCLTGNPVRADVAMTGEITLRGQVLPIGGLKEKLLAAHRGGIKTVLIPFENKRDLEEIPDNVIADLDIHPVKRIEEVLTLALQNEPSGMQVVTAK
Rpn11 inh – inhibitors of human proteasome Rpn11; human 26S proteasome, Ub4-pepOG fluorescence polarization; 20S core pre-blocked with epoxomicin; calls only at 20 µM; hit rate 0.59% among 360,000; AID 588493;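 active = inhibition at 20 µM, scaled to each plate's controls, above about 33%, limit read from the data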
Rin1 Abl inh – inhibitors of human Rin1-Abl protein interaction; P00519+Q13671; TR-FRET Rin1/Abl binding, biochemical; inhibition, % at 7.35 µM; hit rate 0.4% among 360,000; AID 588664; in the data active = inhibition above about 5%, passing the limit was not always enough
* marks the source's active call; other numbers are inactive results.

What do the screens show for `COc1nc(NC2CCCCC2)nc(N2CCCCCC2)n1`?
FAS TE block: 18; CSN deneddyl inh: 5; MLLE-PAM2 inh: 14; MsrA act: -4; MsrA inh: -0.9; MT1-MMP act inh: -3; E coli Lon inh: -5; Rpn11 inh: inactive; Rin1 Abl inh: 1

What do the screens show for `CCn1c(CN2CCN(C(c3ccccc3)c3ccccc3)CC2)nc2c1c(=O)n(C)c(=O)n2C`?
FAS TE block: 14; CSN deneddyl inh: 2; MLLE-PAM2 inh: 9; MsrA act: -6; MT1-MMP act inh: -1; E coli Lon inh: -2; Rpn11 inh: inactive; Rin1 Abl inh: 2

Results for Cc1ccc(OCC(=O)N/N=C2/SCC(=O)N2Cc2ccccc2)cc1 ?
FAS TE block: -15; CSN deneddyl inh: -15; MLLE-PAM2 inh: -7; MsrA act: -4; MsrA inh: 0.7; MT1-MMP act inh: -2; E coli Lon inh: 2; Rpn11 inh: inactive; Rin1 Abl inh: 2

How did O=C(CSc1nc(O)c(Cc2ccccc2F)c(=O)[nH]1)N1CCCCCC1 do in these assays?
FAS TE block: -6; CSN deneddyl inh: 2; MLLE-PAM2 inh: 21; MsrA act: -11; MsrA inh: 1.2; MT1-MMP act inh: -4; E coli Lon inh: -3; Rpn11 inh: inactive; Rin1 Abl inh: 4

What do the screens show for `CC1(C)C2CCC1(C)C(OC(=O)CCn1ccnc1)C2` (centres undefined)?
FAS TE block: -5; CSN deneddyl inh: -6; MLLE-PAM2 inh: 3; MsrA act: 3; MsrA inh: 0.3; MT1-MMP act inh: 3; E coli Lon inh: 3; Rpn11 inh: inactive; Rin1 Abl inh: -4

Results for O=C(Cc1ccccc1)NC(NCCc1ccccc1)C(Cl)(Cl)Cl (centres undefined) ?
FAS TE block: 3; CSN deneddyl inh: 0; MLLE-PAM2 inh: 5; MsrA act: 2; MsrA inh: -1.4; MT1-MMP act inh: -3; E coli Lon inh: 0; Rpn11 inh: inactive; Rin1 Abl inh: 2

What do the screens show for `O=c1c2ccccc2nc(COc2ccccc2)n1/N=C/c1ccco1`?
FAS TE block: 5; CSN deneddyl inh: -1; MLLE-PAM2 inh: -8; MsrA act: -5; MsrA inh: 0.7; MT1-MMP act inh: 0; E coli Lon inh: 0; Rpn11 inh: inactive; Rin1 Abl inh: -2

Results for CC(C)(C)n1nc2c(c1NC(=O)Cc1cccc3ccccc13)CS(=O)C2 (centres undefined) ?
FAS TE block: -4; CSN deneddyl inh: 1; MLLE-PAM2 inh: -8; MsrA act: -2; MsrA inh: 1.2; MT1-MMP act inh: -3; E coli Lon inh: 6; Rpn11 inh: inactive; Rin1 Abl inh: -1

How did O=c1[nH]c(-c2ccccc2Cl)nc2c1sc(=S)n2-c1ccccc1 do in these assays?
FAS TE block: -3; CSN deneddyl inh: 0; MLLE-PAM2 inh: -2; MsrA act: -3; MsrA inh: 1.2; MT1-MMP act inh: 1; E coli Lon inh: -1; Rpn11 inh: inactive; Rin1 Abl inh: 0

What do the screens show for `Cc1ccc(N2CCN(S(=O)(=O)c3ccc4c(c3)oc(=O)n4C)CC2C)cc1` (centres undefined)?
FAS TE block: 28; CSN deneddyl inh: -2; MLLE-PAM2 inh: -15; MsrA act: 3; MsrA inh: -0.9; MT1-MMP act inh: 1; E coli Lon inh: 5; Rpn11 inh: inactive; Rin1 Abl inh: -4

What do the screens show for `O=C(NCC(=O)N1CCN(c2ccccc2F)CC1)c1ccc(Br)o1`?
FAS TE block: -1; CSN deneddyl inh: -4; MLLE-PAM2 inh: 1; MsrA act: -2; MsrA inh: -0.9; MT1-MMP act inh: 4; E coli Lon inh: 0; Rpn11 inh: inactive; Rin1 Abl inh: 1

How did O=C(O)c1ccc2[nH]c3c(c2c1)CCCC3 do in these assays?
FAS TE block: -7; CSN deneddyl inh: -1; MLLE-PAM2 inh: -7; MsrA act: -7; MsrA inh: -0.7; MT1-MMP act inh: 1; E coli Lon inh: 7; Rpn11 inh: inactive; Rin1 Abl inh: 1

Results for O=C(NNC(=O)c1cc2cc3ccccc3nc2s1)c1cccc(C(F)(F)F)c1 ?
FAS TE block: -7; CSN deneddyl inh: 0; MLLE-PAM2 inh: 16; MsrA act: -4; MsrA inh: 0.5; MT1-MMP act inh: 0; E coli Lon inh: -7; Rpn11 inh: inactive; Rin1 Abl inh: -1

Results for CCN1CCN(c2nnc(-c3ccccc3)c3ccccc23)CC1 ?
FAS TE block: -5; CSN deneddyl inh: -5; MLLE-PAM2 inh: 7; MsrA act: -3; MsrA inh: 0.1; MT1-MMP act inh: -3; E coli Lon inh: 5; Rpn11 inh: inactive; Rin1 Abl inh: -2

Results for COc1ccccc1NC(=O)C1CCN(C(=O)c2ccco2)CC1 ?
FAS TE block: -3; CSN deneddyl inh: 4; MLLE-PAM2 inh: -7; MsrA act: -2; MsrA inh: 0.2; MT1-MMP act inh: -1; E coli Lon inh: 1; Rpn11 inh: inactive; Rin1 Abl inh: 0

4 entries picked at random from the list so far:
Results for O=C(Cc1ccccc1)NC(NCCc1ccccc1)C(Cl)(Cl)Cl (centres undefined) ?
FAS TE block: 3; CSN deneddyl inh: 0; MLLE-PAM2 inh: 5; MsrA act: 2; MsrA inh: -1.4; MT1-MMP act inh: -3; E coli Lon inh: 0; Rpn11 inh: inactive; Rin1 Abl inh: 2

What do the screens show for `COc1nc(NC2CCCCC2)nc(N2CCCCCC2)n1`?
FAS TE block: 18; CSN deneddyl inh: 5; MLLE-PAM2 inh: 14; MsrA act: -4; MsrA inh: -0.9; MT1-MMP act inh: -3; E coli Lon inh: -5; Rpn11 inh: inactive; Rin1 Abl inh: 1

Results for O=C(NNC(=O)c1cc2cc3ccccc3nc2s1)c1cccc(C(F)(F)F)c1 ?
FAS TE block: -7; CSN deneddyl inh: 0; MLLE-PAM2 inh: 16; MsrA act: -4; MsrA inh: 0.5; MT1-MMP act inh: 0; E coli Lon inh: -7; Rpn11 inh: inactive; Rin1 Abl inh: -1

What do the screens show for `Cc1ccc(N2CCN(S(=O)(=O)c3ccc4c(c3)oc(=O)n4C)CC2C)cc1` (centres undefined)?
FAS TE block: 28; CSN deneddyl inh: -2; MLLE-PAM2 inh: -15; MsrA act: 3; MsrA inh: -0.9; MT1-MMP act inh: 1; E coli Lon inh: 5; Rpn11 inh: inactive; Rin1 Abl inh: -4

Going on with the list:
Results for COc1ccc(CC(=O)NNC(=O)COc2ccc(Br)cc2C)cc1OC ?
FAS TE block: -10; CSN deneddyl inh: 4; MLLE-PAM2 inh: 5; MsrA act: -4; MsrA inh: -0.4; MT1-MMP act inh: -1; E coli Lon inh: -2; Rpn11 inh: inactive; Rin1 Abl inh: -2

What do the screens show for `Cc1nn(-c2ccccc2)c(Oc2ccccc2)c1C=O`?
FAS TE block: 20; CSN deneddyl inh: 1; MLLE-PAM2 inh: -14; MsrA act: 0; MsrA inh: -0.4; MT1-MMP act inh: 1; E coli Lon inh: 1; Rpn11 inh: inactive; Rin1 Abl inh: 0

How did O=C(NNc1ccc([N+](=O)[O-])cc1)C1CC1c1ccccc1 (centres undefined) do in these assays?
FAS TE block: 46; CSN deneddyl inh: -6; MLLE-PAM2 inh: 13; MsrA act: -3; MsrA inh: 1.3; MT1-MMP act inh: -2; E coli Lon inh: -10; Rpn11 inh: inactive; Rin1 Abl inh: -2

What do the screens show for `Cc1cc(C#N)c(C)n1-c1cc(C(F)(F)F)ccc1N1CCOCC1`?
FAS TE block: 17; CSN deneddyl inh: 4; MLLE-PAM2 inh: -1; MsrA act: 8.6*; MsrA inh: -0.9; MT1-MMP act inh: -8; E coli Lon inh: -5; Rpn11 inh: inactive; Rin1 Abl inh: 1

Results for CS/C(N)=N/S(=O)(=O)c1ccc(NC(C)=O)cc1 ?
FAS TE block: -5; CSN deneddyl inh: 2; MLLE-PAM2 inh: 4; MsrA act: -2; MsrA inh: -0.9; MT1-MMP act inh: 1; E coli Lon inh: 1; Rpn11 inh: inactive; Rin1 Abl inh: 3

Results for Cc1cc(-c2nnc(SCC(=O)Nc3c(C)cccc3C)n2N)n[nH]1 ?
FAS TE block: -2; CSN deneddyl inh: -2; MLLE-PAM2 inh: -3; MsrA inh: -0.1; MT1-MMP act inh: 0; Rpn11 inh: inactive

Results for O=C(CN1CCN(c2ccccc2F)CC1)Nc1nnc(C(F)(F)F)s1 ?
FAS TE block: 0; CSN deneddyl inh: 2; MLLE-PAM2 inh: -16; MsrA act: -3; MsrA inh: 1.8; MT1-MMP act inh: 5; E coli Lon inh: 3; Rpn11 inh: inactive; Rin1 Abl inh: 0

What do the screens show for `O=C(NNC(=O)c1ccc(Br)s1)c1csc(N2CCOCC2)n1`?
FAS TE block: -3; CSN deneddyl inh: 5; MLLE-PAM2 inh: 0; MsrA act: -2; MsrA inh: 1.1; MT1-MMP act inh: 1; E coli Lon inh: 4; Rpn11 inh: inactive; Rin1 Abl inh: 4

What do the screens show for `CCOC(=O)N/N=C/c1ccc(F)cc1`?
FAS TE block: -6; CSN deneddyl inh: -2; MLLE-PAM2 inh: 8; MsrA act: -2; MsrA inh: 0.0; MT1-MMP act inh: 6; E coli Lon inh: 15; Rpn11 inh: inactive; Rin1 Abl inh: 0

What do the screens show for `COc1ccccc1C(=O)N/C(=C/c1ccc(Br)cc1)C(=O)NCCCn1ccnc1`?
FAS TE block: 1; CSN deneddyl inh: 6; MLLE-PAM2 inh: 9; MsrA act: -6; MsrA inh: -0.9; MT1-MMP act inh: -1; E coli Lon inh: -3; Rpn11 inh: inactive; Rin1 Abl inh: 7

Results for COc1ccc(-c2nc(CS(=O)CC(=O)NC3CCCC(C)C3C)c(C)o2)cc1OC (centres undefined) ?
FAS TE block: -4; CSN deneddyl inh: 2; MLLE-PAM2 inh: 7; MsrA act: -3; MsrA inh: 0.0; MT1-MMP act inh: -5; E coli Lon inh: 7; Rpn11 inh: inactive; Rin1 Abl inh: 1

What do the screens show for `CCCCn1c(N)c(N(CCOC)C(=O)c2cccc(-n3cnnn3)c2)c(=O)[nH]c1=O`?
FAS TE block: -5; CSN deneddyl inh: -1; MLLE-PAM2 inh: -19; MsrA act: -1; MsrA inh: -0.4; MT1-MMP act inh: -2; E coli Lon inh: 16; Rpn11 inh: inactive; Rin1 Abl inh: 0

How did CCOC(=O)c1c(C)[nH]c(N=Nc2cccc(C)c2)c1C do in these assays?
FAS TE block: 28; CSN deneddyl inh: 0; MLLE-PAM2 inh: 8; MsrA act: -2; MsrA inh: -0.5; MT1-MMP act inh: -4; E coli Lon inh: -2; Rpn11 inh: inactive; Rin1 Abl inh: 3

What do the screens show for `Cc1ccc(CSCCNC(=O)CN2C(=O)c3ccccc3S2(=O)=O)cc1`?
FAS TE block: 2; CSN deneddyl inh: -1; MLLE-PAM2 inh: 0; MsrA act: -3; MsrA inh: 0.9; MT1-MMP act inh: 7; E coli Lon inh: -4; Rpn11 inh: inactive; Rin1 Abl inh: 4

How did C=CCC(=O)NC1CC(C)(C)Cc2c1cnn2-c1ccccc1C (centres undefined) do in these assays?
FAS TE block: -3; CSN deneddyl inh: -1; MLLE-PAM2 inh: -3; MsrA act: -2; MsrA inh: 0.5; MT1-MMP act inh: -6; E coli Lon inh: 1; Rpn11 inh: inactive; Rin1 Abl inh: 0

Results for NC1=NC2(CCC(c3ccccc3)CC2)n2c(nc3ccccc32)N1 (centres undefined) ?
FAS TE block: -17; CSN deneddyl inh: -5; MLLE-PAM2 inh: -9; MsrA act: 2; MsrA inh: 0.6; MT1-MMP act inh: 3; E coli Lon inh: 4; Rpn11 inh: inactive; Rin1 Abl inh: 3
